Screening data: PubChem, National Center for Advancing Translational Sciences (NCATS)
D1 antagonist = human D1 dopamine receptor antagonism | HEK293 TREx D1 cells, calcium flux, dopamine EC80; hits give low values | 360,000 compounds, 3.2% hits | P21728 | activity change, negative = inhibition, % at 10 µM; in the data active = activity change below about -30%; note: % is set by controls: 0 for no effect and ±100 for the full control effect
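Tetracycline-induced HEK293 Trex D1 cells, force-coupled to calcium, dye-loaded; compounds added and read 180 s, then EC80 dopamine added and calcium flux tracked kinetically another 180 s.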
D2 ag = activates the human D2 dopamine receptor; AID 485358; 340,000 compounds, 0.53% hits; activation, % at 2 µM; HEK293 T-REx D2 cells, calcium flux agonist mode;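 active = activation over 3 SD above normal in the single-dose calcium agonist read, cut at about 30% in these data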; note: 0% is about no effect
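Agonism scored from kinetic calcium signal (1 read/sec, 180 s) following compound pin transfer, after a 10 s baseline. Cells: HEK293 Trex line expressing inducible D2 receptor coupled to calcium, dye-loaded after overnight culture at 30 C.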
TRHR ag = activates the human TRH receptor; P34981; activation, % at 2 µM; TRHR cells, calcium flux fluo-8, FDSS agonist mode; 360,000 compounds, 0.18% hits; AID 493084; note: 0% is about no effect
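Steps: seed TRHR cells overnight; add fluo-8 no-wash Ca dye, RT 30 min–1.5 h; record 10 s baseline; pin-transfer compounds; monitor fluorescence 1 cycle/s for the agonist window. Calcium increases flag candidate agonists.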
TRHR enhancer = TRH receptor (human) allosteric enhancement. P34981. TRHR cells, fluo-8 calcium fluorescence, EC20 TRH enhancement. enhancement, % at 2 µM. 360,000 compounds, 0.66% hits; in the data active = enhancement above about 30%; note: 0% is about no effect
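TRHR-expressing cells loaded with fluo-8 calcium dye were read kinetically (ex 480/em 530) during compound addition, then stimulated with an EC20 of TRH (10 nM final). Enhancement of the Gq-mediated intracellular calcium response was scored.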
D1 PAM = enhances dopamine response at the human D1 receptor. P21728. HEK293 TREx D1 cells, calcium flux, dopamine EC20 potentiation. potentiation, % at 10 µM. 360,000 compounds, 0.036% hits; in the data active = potentiation above about 30%; note: 0% is about no effect
RXFP1 antag = blocks the human relaxin receptor RXFP1; AID 1259400; HEK293-RXFP1, relaxin-stimulated cAMP HTRF, 30 min; hits give low values; 350,000 compounds, 0.59% hits; activity change, negative = inhibition, % at 57.5 µM; Q9HBX9;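 active = activity change of -60% or lower, but not beyond a set lower limit; inconclusive = change between -60% and -40%, or beyond the set limit; inactive = change above -40%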; note: % is set by controls: 0 for no effect and ±100 for the full control effect
Target sequence (Q9HBX9 whole entry, looked up): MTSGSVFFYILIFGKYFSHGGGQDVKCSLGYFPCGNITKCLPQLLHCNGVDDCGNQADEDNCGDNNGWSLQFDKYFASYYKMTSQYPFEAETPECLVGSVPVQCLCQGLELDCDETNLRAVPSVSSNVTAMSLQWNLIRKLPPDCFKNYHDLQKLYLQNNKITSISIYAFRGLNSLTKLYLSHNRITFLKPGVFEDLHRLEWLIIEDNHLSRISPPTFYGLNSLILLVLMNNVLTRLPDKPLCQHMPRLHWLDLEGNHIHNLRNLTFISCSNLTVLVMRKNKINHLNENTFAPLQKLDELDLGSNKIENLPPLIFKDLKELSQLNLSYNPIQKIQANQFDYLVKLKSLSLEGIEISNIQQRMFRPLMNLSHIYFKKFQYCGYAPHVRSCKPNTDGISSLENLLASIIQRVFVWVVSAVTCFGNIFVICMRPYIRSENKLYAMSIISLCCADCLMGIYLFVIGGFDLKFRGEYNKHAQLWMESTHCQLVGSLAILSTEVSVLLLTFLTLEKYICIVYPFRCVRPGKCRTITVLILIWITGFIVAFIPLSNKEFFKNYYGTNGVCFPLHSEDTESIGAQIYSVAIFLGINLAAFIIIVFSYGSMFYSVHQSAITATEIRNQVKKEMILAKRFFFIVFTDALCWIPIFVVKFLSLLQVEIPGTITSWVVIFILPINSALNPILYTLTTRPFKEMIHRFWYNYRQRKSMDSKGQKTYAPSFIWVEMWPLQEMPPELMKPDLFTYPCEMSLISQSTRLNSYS
D2 potentiator = D2 dopamine receptor (human) potentiation; potentiation, % at 10 µM; AID 485347; 340,000 compounds, 0.34% hits; HEK293 T-REx D2, calcium flux, EC20 dopamine potentiation; P14416;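 active = potentiation over 3 SD above the plate norm, cut at about 30% in these data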; note: 0% is about no effect
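Cells plated with tetracycline inducer and held overnight at 30 C; calcium dye loaded 30–90 min at room temperature; baseline taken, compound added and read 180 s; EC20 dopamine then added and read 180 s.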
D2 antag = antagonists of human D2 dopamine receptor; P14416; HEK293 TREx D2 cells, calcium flux, dopamine EC80; inhibition, % at 10 µM; 340,000 compounds, 2% hits; in the data active = inhibition above about 30%; note: 0% is about no effect
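Calcium flux kinetic readout in an inducible HEK293 TREx D2 line plated overnight at 30 C. After 180 s compound exposure, an EC80 dopamine challenge follows with another 180 s kinetic read to detect antagonism.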
D1 agonist = activates the human D1 dopamine receptor; AID 504660; P21728; HEK293 T-REx D1 cells, calcium flux, agonist mode; activation, % at 2 µM; 360,000 compounds, 1% hits; note: 0% is about no effect
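Agonism was scored from calcium flux recorded over 180 s (1 read/s) after pintool compound addition, following a 10-cycle baseline. Cells were inducible force-coupled HEK293 TREx D1, plated overnight at 30 C and loaded with no-wash calcium dye.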
Numbers without * were called inactive; ? = inconclusive; / = not tested or not shown; & = joins results of further samples. Cut-off read from the data, not from the text of the source, unless noted: active = activation above about 30%; inactive = the rest. Compounds were not picked by outcome; 7.3% or so of the library scored in one or more.

SMILES	D1 antagonist	D2 ag	TRHR ag	TRHR enhancer	D1 PAM	RXFP1 antag	D2 potentiator	D2 antag	D1 agonist
CCOC(=O)c1c2c(c(=S)n(-c3ccccc3)c1N)CCC2	-3	0.4	0.5	6	-6	-17	1	-9	3
O=C(OCc1ccc([N+](=O)[O-])cc1)c1ccc(N2CCCC2)c([N+](=O)[O-])c1	5	-0.4	0.0	-5	-2	6	3	6	2
O=C(NCc1ccco1)/C(=C/c1ccc([N+](=O)[O-])cc1)NC(=O)c1ccco1	-13	0.0	0.1	-2	-5	0	0	16	5
CCS(=O)(=O)c1ccc2oc(Nc3ccc(C(C)C)cc3)nc2c1	5	0.6	0.1	-5	2	3	0	2	0
CCOc1ccc(C(=O)N2CCN(S(=O)(=O)c3ccc4c(c3)OCCO4)CC2)cc1OCC	-26	0.6	0.1	-5	-8	3	-5	-7	3
COc1cccc2cc(C(C)N(CCCN3CCOCC3)C(=S)Nc3c(C)cccc3C)oc12 (stereo not drawn)	-20	-0.2	-0.5	2	-11	-9	-10	-3	-1
CC(c1nccs1)N(C)C(=O)CCc1nnc(Cc2c[nH]c3ccccc23)o1 (stereo not drawn)	-8	-2.9	-1.0	1	-4	2	-4	-8	2
CCOc1ccc(NC(=O)Cn2c(=O)c(CNc3ccc(OC)cc3)cc3ccc(OC)cc32)cc1	0	-0.3	-0.3	4	-2	/	0	/	-1
Clc1ccc(CNC2CCCC2)c(Cl)c1	10	-0.5	-0.1	8	5	-8	-7	-13	2
COc1cc(C2c3c(-c4cc(C)ccc4O)n[nH]c3C(=O)N2CCCO)ccc1OCCC(C)C (stereo not drawn)	28	4.1	0.2	8	3	-35	10	/	6
CCOc1ccc(NC(=O)c2cccnc2Cl)c([N+](=O)[O-])c1	-19	1.5	-0.7	-8	-3	/	2	-9	0
O=C1OCc2cc(NS(=O)(=O)c3cccs3)ccc21	9	0.3	0.0	1	1	-7	2	-3	0
C=CCn1c(SCCC)nc(O)cc1=O	-26	14	26	-12	-5	-11	-2	-1	128*
Cc1occc1C(=O)NNC(=O)C1CCCC1	6	0.5	-0.6	2	-2	-8	1	1	1
CC(=O)c1ccc(NC(=O)/C(=C\c2cccs2)NC(=O)c2ccco2)cc1	-4	0.0	-0.2	5	-4	-11	-2	-15	-1
CC(=O)N1c2ccc(S(=O)(=O)N3CCCC(C(=O)N4CCCC(C)C4)C3)cc2CC1C (stereo not drawn)	0	-1.5	-0.7	1	0	0	0	-5	6
CN(CCc1cnn(C)c1)C(=O)C1CCC(=O)N(CC2CCCCC2)C1 (stereo not drawn)	-2	-0.2	1.0	66*	1	-5	2	1	2
CCN1CCN(c2ccc(S(=O)(=O)N3CCOCC3)cc2NC(=O)c2ccc(Cl)s2)CC1	-1	0.8	0.1	10	-6	-4	-3	1	1
C/C(=N/NC(=O)OC(C)(C)C)c1ccco1	-8	1.9	0.6	1	3	16	11	4	2
CN(C)CCN(C(=O)c1cccs1)c1nc2cc3c(cc2s1)OCCO3	-3	0.4	0.4	1	0	-13	-9	-16	4
COC(=O)c1cc(Br)c(=O)n(-c2ccc(F)cc2)c1	7	0.3	0.1	1	-1	6	1	7	1
COCCn1nnnc1C(c1ccc(OC)cc1OC)N1CCN(c2ccccc2)CC1 (stereo not drawn)	0	16	-1.3	4	2	-7	0	4	6
CCc1ccc(NC2=NCC(=O)N2c2ccc3c(c2)OCCO3)cc1	7	0.7	0.3	0	3	1	4	-4	1
Cc1ccc(-c2nnc(-c3ccc(Br)cc3)o2)o1	-6	0.1	-0.5	3	-1	-11	-15	4	-3

Looked up one by one from above:
SMILES	D1 antagonist	D2 ag	TRHR ag	TRHR enhancer	D1 PAM	RXFP1 antag	D2 potentiator	D2 antag	D1 agonist
C=CCn1c(SCCC)nc(O)cc1=O	-26	14	26	-12	-5	-11	-2	-1	128*
CN(CCc1cnn(C)c1)C(=O)C1CCC(=O)N(CC2CCCCC2)C1 (stereo not drawn)	-2	-0.2	1.0	66*	1	-5	2	1	2
Cc1ccc(-c2nnc(-c3ccc(Br)cc3)o2)o1	-6	0.1	-0.5	3	-1	-11	-15	4	-3

(list continues)
SMILES	D1 antagonist	D2 ag	TRHR ag	TRHR enhancer	D1 PAM	RXFP1 antag	D2 potentiator	D2 antag	D1 agonist
CN1C(=O)/C(=C\C(=O)c2cccs2)c2ccccc21	-29	3.0	0.2	-2	-5	-98*	0	9	0
COCCNc1nc2nonc2nc1N1CCC(N(C)C)C1 (stereo not drawn)	-1	-0.3	-0.3	13	0	-3	11	-12	2
CNC(=O)C1CCC(Cn2c(=O)c3sccc3n(Cc3cc(C)ccc3C)c2=O)CC1 (stereo not drawn)	11	1.8	0.0	-2	-4	-3	-5	/	1
COc1ccc(/C=C2\SC(=S)N(CCC(=O)Nc3cccc(C(=O)O)c3)C2=O)cc1OC	-2	-0.4	-1.2	-1	10	3	7	5	-1
N#Cc1cc(-c2ccccc2)nnc1Oc1ccccc1Cl	20	1.2	0.6	1	-2	8	-7	-16	2
Nc1ncc(Br)cc1S(=O)(=O)NCCC(=O)N1CCN(c2ccccn2)CC1	-12	0.0	0.3	0	-4	-8	-2	3	1
COc1ccc(CCNC(=O)Cn2cnc3c(nnn3Cc3ccc(C)cc3)c2=O)cc1OC	-4	1.0	-0.3	0	3	9	4	5	-2
COc1ccc(CNC(=O)Cc2ccc(NC(=O)N3CCCCc4ccccc43)cc2)cc1	1	0.4	0.4	6	-4	/	-6	/	9
CCOC(=O)c1ccc(NC(=O)C2=C(C)Nc3nc(CCCO)nn3C2c2ccc(OC)cc2)cc1 (stereo not drawn)	2	0.8	0.4	3	-9	-7&-4	-8	-12	4
CCS(=O)(=O)c1ncc(Cl)c(C(=O)NCc2ccc(OC)cc2)n1	-21	-0.2	-0.3	2	-4	?	-3	/	1
O=C(NCc1cccnc1)C1c2ccccc2C(=O)N1Cc1ccccc1 (stereo not drawn)	-1	-0.2	1.3	-4	/	/	5	-9	2
C/C(=N\NC(=O)c1ccc2c(c1)OCO2)c1cccnc1	2	-0.8	0.8	-3	-2	-1	8	-5	3
O=C(Nc1nc(-c2ccccc2)ns1)c1ccc(Cl)cc1	2	0.0	1.5	1	-3	8	19	/	8
CCOc1ccc(OCCC(=O)Nc2cccc(S(=O)(=O)N3CCCC3)c2)cc1	-22	-0.6	0.0	3	-2	-11	2	7	8
CCN(CC)c1ccc2c(C)c(CN3CCOCC3)c(=O)oc2c1	-1	-0.7	0.8	5	8	1	-23	27	0
COc1ccccc1OC(=O)CN1C(=O)c2ccccc2C1=O	/	0.3	-0.2	-7	-2	-6	-7	7	2
COC(=O)c1ccc(/C=N/NC(=O)CC(=O)NCc2cccnc2)cc1	-13	0.3	0.3	-3	-8	11	-2	-3	0
CCc1nn(CCCC(=O)Nc2ccc(C)cc2C)c(=O)c2cc3occc3n12	13	0.5	-2.1	7	-7	-11	-2	3	-1
Cc1cc(C)n(C(C)CC(=O)Nc2ccc(C)c(N(C)C)c2)n1 (stereo not drawn)	-7	-0.2	0.4	4	-3	-9	3	/	2
O=C(CSCc1c(Cl)cccc1Cl)Nc1ccccc1C(=O)N1CCOCC1	17	0.3	-0.2	1	-9	-1	9	8	0
COc1ccc(S(=O)(=O)N2CCN(CC(O)COc3ccc(C#N)cc3)CC2)cc1OC (stereo not drawn)	0	-1.8	0.6	-5	-5	0	-6	-17	1
Cc1ccc(-c2nc3scc(CCNS(=O)(=O)c4ccc(Oc5ccccc5)cc4)n3n2)cc1	-11	0.0	0.9	8	-2	-28	6	/	24
COc1ccccc1CC(=O)N(CCC1=CCCCC1)c1c(N)n(Cc2ccccc2)c(=O)[nH]c1=O	-1	-0.5	0.0	-2	-1	-4	11	-5	24
O=C(NC(N1CCOCC1)C(Cl)(Cl)Cl)c1cc([N+](=O)[O-])cc([N+](=O)[O-])c1 (stereo not drawn)	-17	0.3	-1.2	-5	-5	-3	-6	7	3

2 compounds from above, showing only D1 PAM.
compound	D1 PAM
CCc1nn(CCCC(=O)Nc2ccc(C)cc2C)c(=O)c2cc3occc3n12	-7
O=C(Nc1nc(-c2ccccc2)ns1)c1ccc(Cl)cc1	-3

(list continues)
SMILES	D1 antagonist	D2 ag	TRHR ag	TRHR enhancer	D1 PAM	RXFP1 antag	D2 potentiator	D2 antag	D1 agonist
O=C(O)CCc1cc(I)c(Oc2ccc(O)c(I)c2)c(I)c1	0	5.5	1.5	13	-9	/	1	-24	85*
Cc1cccc(C(=O)Nc2cccc(OCc3cc(=O)n4cccc(C)c4n3)c2)c1	-3	0.8	-0.5	-1	-1	7	-9	/	-1
CC(C)CCN1CCN(Cc2cn[nH]c2C2CCCCC2)CC1CCO (stereo not drawn)	3	72*	0.0	8	-4	-20	-23	56*	2
COc1cc(C)c(CNc2ccc(OC)c(OC)c2)cc1C	0	0.8	0.3	17	-1	/	14	-2	-1
CC(C)(C)OC(=O)N1CCC(c2c(C(=O)NCc3ccc4c(c3)OCO4)cnn2-c2ccccc2Cl)CC1	5	1.0	0.3	-1	4	-23	0	/	6
COc1ccc(NC(=S)Nc2ccc(S(=O)(=O)N3CCOCC3)cc2)c(OC)c1	-11	-0.6	0.9	9	2	6	0	-14	3
COc1ccccc1-c1ccc(SCC(=O)NC2CCCC2)nn1	9	0.2	-0.6	-7	1	-6	-13	2	2
CN1/C(=C\C(=S)Nc2ccccc2)C(C)(C)c2ccccc21	1	0.0	0.1	-5	-2	11	3	-3	-2
COc1ccc(S(=O)(=O)Nc2cccc(-c3ccc(N4CCCCCC4)nn3)c2)cc1	9	0.4	0.1	2	8	-22	-6	/	2
O=C(CCC1CCCN(C(=O)c2cc(C3CC3)[nH]n2)C1)N1CCN(c2ccccn2)CC1 (stereo not drawn)	-32*	-1.5	-1.7	-1	0	-3	-1	-26	3
O=C(Cn1cccn1)N1CCCC(N2CCN(Cc3ccc4c(c3)OCO4)CC2)C1 (stereo not drawn)	-24	-2.4	0.1	2	-9	9	-5	-20	1
CCCN(C(=O)Cn1ncc2c([nH]c3ccc(C)cc32)c1=O)c1ccccc1C	11	0.3	0.7	7	-3	-5	6	/	1
Cc1cccc(OC2CCN(Cc3nc(CC4CC4)no3)CC2)c1	-1	-0.1	0.1	11	0	10	13	0	0
O=C(Nc1ccc2c(c1)OCO2)C1CCN(C(=O)c2ccc([N+](=O)[O-])cc2)CC1	-6	0.2	-0.2	-4	-12	-7	-6	-16	3
CCOC(=O)CNC(=O)c1cccnc1Oc1ccc(Cl)cc1	-29	-0.7	-0.5	-1	0	1	-2	1	0
CN1C(=S)SC(/[N+]([O-])=C\c2cccs2)C1(C)C (stereo not drawn)	6	-0.4	1.1	12	-1	8	-7	0	1
O=C(CCn1nnc(-c2cccs2)n1)N1CCc2ccccc2C1	-13	1.4	-0.2	-4	-8	5	-8	6	1
